# CRFBP-R2 block – antagonists of CRF-BP/CRF-R2 complex, primary screen, cell-based, HEK293, calcium dye fluorescence, uHTS | 0.59% of 350,000 active | AID 588475, 2011 | inhibition, % at 11.8 µM | CRF-induced calcium fluorescence;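 active = inhibition of the ligand-induced calcium signal above about 50% at the single tested concentration, limit read from the data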
# IDE cell activ – human IDE activators in live cells, primary screen, fluorescence polarization, HEK cells, FAbeta-B substrate. Insulin-degrading enzyme (Homo sapiens), P14735. FAbeta-B cleavage; 0% vehicle, 100% cell-free pure enzyme wells. activation, % at 5.96 µM. 0.073% of 340,000 active;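 active = activation above the mean of all tested compounds plus 3 SD, set per screening campaign, cut at about 17% in these data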
# IMP-1 inhibitor – IMP-1 metallo-beta-lactamase inhibitors, primary screen, biochemical, epi-absorbance readout, Pseudomonas aeruginosa enzyme; AID 1556, 2009; inhibition, % at 5.6 µM; metallo-beta-lactamase IMP-1 (Pseudomonas aeruginosa); 0.45% of 290,000 active; purified IMP-1, nitrocefin hydrolysis, epi-absorbance fluorescence;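 active = inhibition above the mean plus 3 SD of all compounds in the same screening run, cut at about 4.5% in these data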;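 note: 0% = IMP-1 with DMSO and 100% = DMSO wells lacking enzyme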
#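 System: purified IMP-1; amount: IMP-1 0.2 nM before substrate addition; compound: single dose, 5.6 µM; times: 25 °C, 15 min preincubation, 25 min reaction; signal: Epi-absorbance via hydrolysed-nitrocefin quenching of white-plate fluorescence, 480/530 nm, EDTA stop; benchmarks: DMSO with and without IMP-1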
# p-CIP stab down – p/CIP-EGFP fusion destabilizers, primary screen, fluorescence, F442A cells; Q05BA5; 16 h; decrease of EGFP signal, % at 10 µM; 0.01% of 290,000 active; AID 1984, 2009;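 active = EGFP signal decrease of at least 30% at 10 µM or well 3 SD below plate mean, unless failing retest; inactive = the rest, including hits failing retest or dose response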; note: some compounds called inactive have numbers as strong as hits; many of its hits are not listed in these tables
# VIM-2 inhibitor – VIM-2 metallo-beta-lactamase inhibitors, primary screen, biochemical, epi-absorbance readout, Pseudomonas aeruginosa enzyme; 0.89% of 290,000 active; inhibition, % at 5.6 µM; AID 1527, 2009; purified VIM-2, nitrocefin hydrolysis, epi-absorbance fluorescence;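 active = inhibition above the mean of all tested compounds plus 3 SD, cutoff set per screening run, cut at about 7.5% in these data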;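 note: red hydrolysis product quenches plate fluorescence so inhibitors raise well fluorescence; 0% = enzyme with DMSO and 100% = DMSO without enzyme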
# NS3 helicase inh – inhibitors of HCV NS3 helicase, primary screen, biochemical, Cy5 molecular beacon fluorescence | Hepatitis C virus NS3 helicase | NS3 helicase DNA unwinding | inhibition, % at 10.9 µM | 0.56% of 290,000 active;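 active = inhibition above the mean of all tested compounds plus 3 SD, set per campaign, cut at about 35% in these data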;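 note: 0% = DMSO wells and 100% = thioflavine S control wells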
#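 Assay system: hepatitis C virus NS3 helicase domain fragment enzyme. Also added: annealed dual-labelled DNA beacon duplex, ATP-started. Timing: 1 h reaction at 25 °C, ATP-initiated. Technique: Cy5 fluorescence at 0 and 60 min, beacon hairpin quenching. Evaluation: % inhibition of unwinding. Replication: one well per compound.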
# SUMO HTRF inh – inhibitors of in vitro SUMOylation cascade, primary screen, biochemical, HTRF, uHTS; SUMO-conjugating enzyme UBC9 (Homo sapiens), P63279; HTRF SUMOylation assay, SAE1/SAE2 + UBC9; inhibition, % at 35 µM; 0.36% of 290,000 active; in the data active = inhibition above about 50%, passing the limit was not always enough; note: strong numbers were not always called active
# Target sequence (P63279 whole entry, looked up): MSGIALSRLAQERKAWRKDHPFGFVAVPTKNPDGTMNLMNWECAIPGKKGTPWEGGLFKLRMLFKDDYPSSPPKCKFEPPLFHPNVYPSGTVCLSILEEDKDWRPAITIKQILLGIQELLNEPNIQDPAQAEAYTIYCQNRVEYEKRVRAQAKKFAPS
# IDE cell inh – human IDE inhibitors in live cells, primary screen, fluorescence polarization, HEK cells, FAbetaB substrate; Insulin-degrading enzyme (Homo sapiens), P14735; FAbetaB cleavage; inhibition, % at 5.59 µM; 0.41% of 320,000 active;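 active = percent inhibition above the average of all tested compounds plus 3 SD, set per screening campaign, cut at about 16% in these data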;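 note: IDE supplied by intact live HEK cells; FP after avidin binding of uncleaved biotin substrate so inhibition keeps polarization high; 0% = DMSO wells and 100% = 60 µM reference IDE inhibitor Ii1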
# GalR3 antag – GalR3 antagonists in HEK293 cells, primary screen, cell-based, fluorescence readout; inhibition, % at 3 µM; Galanin receptor type 3 (Homo sapiens), O60755; 0.44% of 360,000 active; AID 651719, 2012; HEK293 GalR3-CNG cAMP membrane potential fluorescence; galR3 body fused to GalR1 C-terminus;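 active = inhibition above the screen-wide average plus 3 SD, cut at about 13% in these data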;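 note: forskolin and galanin both at EC90 stimulate the cells; cAMP rise reported by CNG channel membrane potential dye signal; 0% = forskolin plus galanin with DMSO and 100% = forskolin alone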
# Target sequence (O60755 1-299 limits assumed): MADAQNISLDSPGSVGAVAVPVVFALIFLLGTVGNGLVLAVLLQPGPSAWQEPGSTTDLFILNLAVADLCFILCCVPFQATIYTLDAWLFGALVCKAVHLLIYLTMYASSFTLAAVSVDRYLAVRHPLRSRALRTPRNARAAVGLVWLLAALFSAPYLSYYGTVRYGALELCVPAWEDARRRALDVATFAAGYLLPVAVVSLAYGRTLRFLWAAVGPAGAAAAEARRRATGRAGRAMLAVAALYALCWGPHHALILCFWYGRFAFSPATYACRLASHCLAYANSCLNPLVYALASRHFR
# * = called active by the depositor; / = no result given. Rows were taken by chance (roughly 3.2% active in at least one column).
Compound	CRFBP-R2 block	IDE cell activ	IMP-1 inhibitor	p-CIP stab down	VIM-2 inhibitor	NS3 helicase inh	SUMO HTRF inh	IDE cell inh	GalR3 antag
CC(=O)NCC(c1cccs1)S(=O)(=O)c1ccc(F)cc1 (stereo unspecified)	7	-3	-1.5	9	-6.7	7	/	6	2
Cc1cc(C(=O)N2CCCC(N3CCN(c4ccccc4C)CC3)C2)n(C)n1 (stereo unspecified)	13	5	-2.1	-6	-3.6	1	9	-1	-2
CCOC(=O)CCCNC(=O)CCNC(=O)c1ccc(OC(C)C)cc1	17	-2	0.7	-24	0.1	2	18	2	0
COC(=O)/C(=C/c1ccc2c(c1)c1ccccc1n2C)NC(=O)c1ccccc1	-33	4	-2.1	3	-0.8	-6	-8	1	-8
O=C(O)C1C2CCC(C2)C1C(=O)NCCc1ccc(F)cc1 (stereo unspecified)	8	3	-1.6	-1	1.6	7	10	1	-9
CC(C)c1ccc(N(C(=O)c2csnn2)C(C(=O)NC2CCCC2)c2ccncc2)cc1 (stereo unspecified)	-1	6	-2.4	-9	-2.3	10	8	1	-9
CSc1ccccc1OCc1cc(C(=O)N(Cc2nccn2C)C(C)C)no1	-11	1	-3.6	-10	-1.7	-4	12	1	-4
COc1ccc(CNn2c(C)nc3ccccc3c2=O)cc1	-19	4	-0.2	10	-1.0	8	30	0	-2
Cn1c(/C=C(\C#N)C(N)=S)ccc1-c1ccc(Br)cc1	-122	-8	-1.3	-22	-5.0	16	29	/	-6
O=C(CSc1nnnn1Cc1ccccc1)Nc1ccccc1	6	3	-2.9	-13	-2.3	5	20	1	-4
Cc1nc2c(C)cccn2c1/C(O)=C1\C(=O)C(=O)N(CCN(C)C)C1c1ccco1 (stereo unspecified)	-3	-1	-1.6	-2	0.7	-1	19	-4	3
CC(=O)N1C(c2ccccc2O)C[C@]2(C)CC(=O)NC12 (stereo partly specified)	7	/	-1.6	-9	-4.2	-5	14	0	-3
Cn1ccnc1SCC(=O)c1ccc(Cl)cc1	7	4	-3.1	-3	-1.5	-12	-3	0	-3
COc1ccccc1N1CCN(C(=O)C2CCN(C(=O)c3ccccc3Cl)CC2)CC1	5	-2	-0.8	-22	0.1	6	4	/	1
CCC1(CC)N([O-])C(C)=C(c2ccccc2)[N+]1=O	1	4	-2.2	-1	-3.0	-1	27	2	3
Cc1ccc(-c2nnc(-c3cc(C)on3)o2)cc1	21	2	-2.5	-2	-2.6	8	13	7	-5
CC1(C)CC(=O)N(c2ccc(Cl)c(Cl)c2)C(=O)C1	6	0	-2.2	-5	-3.2	-2	11	5	-9
Cc1cc(C)cc(OCC(=O)N(Cc2ccco2)c2c(N)n(Cc3ccccc3)c(=O)[nH]c2=O)c1	-20	2	/	/	/	/	/	6	-6
NC(=O)c1c(NC(NC(=O)c2ccco2)C(=O)c2ccc(Cl)cc2)sc2c1CCCC2 (stereo unspecified)	-8	-4	-1.3	-10	-3.9	0	4	7	-3
COc1ccc(C)cc1NC(=O)CN1CCN(c2ccccc2F)CC1	15	5	-1.2	0	-0.9	-6	10	-1	-2
O=C1c2oc3ccccc3c(=O)c2C(c2cccnc2)N1Cc1ccco1 (stereo unspecified)	-31	2	1.1	-7	-0.5	-2	6	-3	0
COc1cc(-c2nc3ccccn3c2/N=C/c2cc(OC)c(OC)c(OC)c2)ccc1O	26	1	-0.8	/	-7.9	7	/	0	-4
O=C(Oc1ccc2ccccc2c1Br)N1CCCCCC1	-16	3	-2.8	-1	-1.3	2	-9	1	-5
COc1ccccc1NC(=O)OCC#CCOC(=O)Nc1ccccc1OC	25	4	-0.6	-3	0.0	-18	9	-1	-7
COc1ccc(-n2nc(N)c(C(N)=O)n2)cc1	-16	/	-2.6	-4	-4.9	-2	40	6	2
Cc1ccc(C(=O)COC(=O)C2CC(=O)N(c3nc(-c4ccccc4)cs3)C2)cc1 (stereo unspecified)	3	2	-1.3	-5	-1.7	-2	0	-1	-4
Cc1cc(C)c(C)c(OCC(=O)N2CCOCC2)c1	9	-3	-4.6	-4	0.7	-1	3	2	2
COc1ccc(OC)c(N2C(N)=C(C#N)C(c3ccc(OC)c(O)c3)C3=C2CC(C)(C)CC3=O)c1 (stereo unspecified)	1	/	-1.0	-2	-0.5	4	9	-2	/
CCOC(=O)N1CCN(C(=O)CCCn2c(=S)[nH]c3ccsc3c2=O)CC1	-7	0	-3.3	0	-3.9	-2	-4	0	-5
Cn1c(=O)[nH]c(=O)c2c1nc(Br)n2Cc1ccccc1F	4	5	-7.2	-13	-1.8	-4	-9	-3	0
CCN(CC)C(=O)CCSc1nnc(-c2ccncc2)o1	-5	-4	-2.2	-17	-3.9	3	6	-2	-5
O=C(NCc1ccccc1)C(c1ccc(F)cc1)N(Cc1cccs1)C(=O)c1cnccn1 (stereo unspecified)	6	4	-1.6	-2	-4.4	-5	-14	2	-3
CN(C)CC(C)(C)CNS(=O)(=O)c1cccc2nsnc12	19	2	-0.5	0	-0.2	4	3	-4	-3
CC(C)(O)[C@H](O)COc1c2occc2cc2ccc(=O)oc12	1	0	-3.2	4	-1.4	3	11	-1	-1
COC(=O)[C@]1(C)N[C@H](CN(C)C(=O)c2ccc(C)cc2)[C@@H]2C(=O)N(Cc3ccccc3)C(=O)[C@@H]21	-16	-5	/	/	/	/	/	8	-3
CC(=O)c1c(C(C)=O)c(C)n(NC(=O)c2ccncc2)c1C	19	9	-2.7	-11	-5.5	4	7	4	3
COc1ccc(C#Cc2ccc3c(=O)c4ccccc4n(C)c3c2)cc1	-12	-1	0.3	0	1.4	-9	1	7	/
COc1cc(C(=O)NCCCNc2ccc([N+](=O)[O-])cc2)cc(OC)c1OC	-6	1	-2.1	2	0.5	10	-6	0	-12
CN1CCN(c2nc(-c3cccnc3)nc3ccccc23)CC1	6	0	0.0	-14	3.4	17	-1	1	-4
CC(O)[C@H]1CNC(=O)C(=O)N1CC1(c2ccccc2)CC1 (stereo partly specified)	10	10	/	-13	/	/	19	4	5
NCC(O)(c1ccc(Cl)cc1)c1ccc(Cl)cc1	-31	2	-1.1	13	-1.9	-27	-9	2	-5
Nc1c(-c2ccccc2)c(CN2CCOCC2)nn1-c1ccccc1	9	-1	-1.8	11	-0.8	-5	-36	2	-1
CCOc1ccc(Br)cc1S(=O)(=O)Nc1cccc(S(=O)(=O)Nc2ccccc2C(=O)O)c1	-8	6	/	/	/	/	/	-2	1
COc1ccc(CCNC(=O)c2cc(-c3ccc(Cl)c(Cl)c3)oc2C)cc1	7	1	-3.0	-11	0.6	7	-3	2	-3
Cc1cc(C)c2c(=O)[nH]n(C3CCCCCC3)c2n1	-3	0	-2.1	-4	-3.0	2	-6	5	-10
Cc1c(OC(C)C(=O)NCC2CCC(C(=O)O)CC2)ccc2c1oc(=O)c1ccccc12 (stereo unspecified)	4	2	-4.8	-22	11*	-4	29	-7	0
CC(=O)OC[C@H]1O[C@@H](Sc2cccc3cccnc23)[C@H](OC(C)=O)[C@@H](OC(C)=O)[C@H]1OC(C)=O	4	-1	-4.4	-11	-2.6	5	18	-2	-4
O=C1N(c2ccccc2)C(=Nc2ccccc2)SC12CC2	4	3	-0.6	1	-0.1	-8	13	2	-5
CC1Cc2ccccc2N1C(=O)CSc1nnc(Cc2ccccc2)n1CCc1ccccc1 (stereo unspecified)	-2	4	-3.9	-12	1.1	-5	-1	/	-6
O=C(Cc1ccccc1)NC1CCN(S(=O)(=O)c2ccc(C(=O)O)cc2)CC1	18	5	-4.3	-24	-1.8	8	23	-2	-5

# (listing goes on)
Compound	CRFBP-R2 block	IDE cell activ	IMP-1 inhibitor	p-CIP stab down	VIM-2 inhibitor	NS3 helicase inh	SUMO HTRF inh	IDE cell inh	GalR3 antag
O=C(NCc1cccc(Cl)c1)c1cccc(S(=O)(=O)N2CCCC2)c1	-52	-2	/	/	/	/	/	-6	-3
CCN(CC)CCn1c2c(c(SCC(=O)Nc3ccc4c(c3)OCO4)nc1=O)CCC2	3	1	/	/	/	/	/	-2	-2
Cc1cnc(C(=O)OCC(=O)Nc2ccccc2-c2ccccc2)cn1	-9	1	/	/	/	/	/	0	-5
O=[N+]([O-])c1ccccc1N=Nc1ccc(O)cc1	10	-3	/	/	/	/	/	-1	1
CCc1nnc(NC(=O)CCNC(=O)c2ccccc2Cl)s1	-2	5	-2.4	0	-2.4	2	1	6	-5
Cc1cc(N2C(=O)C(O)=C(C(=O)c3ccco3)C2c2cccc(O)c2)no1 (stereo unspecified)	24	0	-2.3	-7	-1.0	12	5	3	-8
COc1ccc(CNCC(O)(c2ccccc2)c2ccc(F)cc2)cc1OC (stereo unspecified)	-33	1	-5.3	4	-5.8	-20	-4	3	-15
CC1(c2ccc([N+](=O)[O-])cc2)NC(=O)N(CC(=O)c2ccc3c(c2)OCO3)C1=O (stereo unspecified)	-16	-3	/	/	/	/	/	-1	-5
Cc1ccc(NC(=O)c2cccc3ccccc23)cc1	16	2	-2.4	-8	-0.5	-4	5	0	-12
O=C(OCCN=C1NS(=O)(=O)c2ccccc21)c1ccncc1	7	7	-1.2	-1	-3.0	-1	13	4	-5
Cc1c(NC(=S)NC(=O)c2ccc(COc3ccccc3)cc2)cccc1C(=O)O	22	1	0.6	3	-1.8	3	20	1	1
COCCCNC(=S)NNC(=O)c1cc(-c2ccncc2)nc2ccccc12	13	2	-2.5	8	-4.4	-2	-16	-3	-4
Cc1ccccc1NC(=O)Nc1nnc(Cc2ccc([N+](=O)[O-])cc2)s1	-2	3	-2.1	-12	-0.6	-1	28	6	-4
Cc1cc(=O)[nH]c(SCC(=O)NCCOc2ccccc2)n1	-5	1	-3.4	2	-0.5	0	6	2	-3
CCOc1cc(C)ccc1OCc1nnc(SCC(=O)c2cccc([N+](=O)[O-])c2)n1C	56*	6	-1.7	-1	-0.9	1	-2	-2	-1
CCOC(=O)C1=C(C)n2c(s/c(=C/c3cccc([N+](=O)[O-])c3)c2=O)=NC1c1ccc(O)c(OC)c1 (stereo unspecified)	-56	-1	-4.2	-14	-4.1	3	-16	14	-5

# From PubChem
